NR2E3 ag-1: inhibitors of NR2E3-RetCOR corepressor binding, primary screen, NR2E3 agonist project, biochemical, TR-FRET, GST-NR2E3, biotin-RetCOR. Photoreceptor-specific nuclear receptor (Homo sapiens), Q9Y5X4. inhibition of corepressor binding, % at 4.78 µM. actives 0.12% (n = 320,000). AID 2300, 2010. 1536-well;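 active = percent inhibition above the cutoff of mean plus 3 SD of all tested compounds, set per screening campaign, cut at about 20% in these data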;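 note: 0% = DMSO wells and 100% = biotin wells as full block of FRET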
Target sequence (Q9Y5X4 whole entry, looked up): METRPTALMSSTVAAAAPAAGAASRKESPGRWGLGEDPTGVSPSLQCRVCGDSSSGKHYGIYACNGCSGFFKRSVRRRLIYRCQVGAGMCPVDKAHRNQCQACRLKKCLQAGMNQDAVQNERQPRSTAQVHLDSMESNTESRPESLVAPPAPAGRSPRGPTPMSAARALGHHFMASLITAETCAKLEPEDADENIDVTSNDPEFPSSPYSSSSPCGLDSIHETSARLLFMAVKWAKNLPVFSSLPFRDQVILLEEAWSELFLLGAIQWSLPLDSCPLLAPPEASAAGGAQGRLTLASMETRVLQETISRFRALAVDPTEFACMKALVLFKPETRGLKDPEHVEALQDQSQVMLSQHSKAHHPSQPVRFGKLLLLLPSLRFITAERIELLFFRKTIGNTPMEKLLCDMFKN
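system = GST-tagged NR2E3 plus biotinylated RetCOR corepressor | input = 1.35 nM GST-NR2E3 | also added = 7 nM biotin-RetCOR | schedule = 5 h incubation at 4 °C | measured by = TR-FRET with europium anti-GST and streptavidin-D2, 340 nm excitation | read-out = percent loss of FRET ratio relative to control wells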
PDI turbidity: inhibitors of human PDI, primary screen, biochemical, turbidity, single point, plate reader; PDI insulin aggregation turbidity, A650, 90 min; Protein disulfide-isomerase (Homo sapiens), P07237; inhibition, % at 10 µM; actives 0.052% (n = 350,000);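 active = mean inhibition across replicates of 30% or more, whatever share of single replicates reach that level; inconclusive = mean inhibition below 30% while every single replicate reaches 30%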;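 note: absorbance from insulin aggregation driven by PDI reduction with DTT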
Target sequence (P07237 whole entry, looked up): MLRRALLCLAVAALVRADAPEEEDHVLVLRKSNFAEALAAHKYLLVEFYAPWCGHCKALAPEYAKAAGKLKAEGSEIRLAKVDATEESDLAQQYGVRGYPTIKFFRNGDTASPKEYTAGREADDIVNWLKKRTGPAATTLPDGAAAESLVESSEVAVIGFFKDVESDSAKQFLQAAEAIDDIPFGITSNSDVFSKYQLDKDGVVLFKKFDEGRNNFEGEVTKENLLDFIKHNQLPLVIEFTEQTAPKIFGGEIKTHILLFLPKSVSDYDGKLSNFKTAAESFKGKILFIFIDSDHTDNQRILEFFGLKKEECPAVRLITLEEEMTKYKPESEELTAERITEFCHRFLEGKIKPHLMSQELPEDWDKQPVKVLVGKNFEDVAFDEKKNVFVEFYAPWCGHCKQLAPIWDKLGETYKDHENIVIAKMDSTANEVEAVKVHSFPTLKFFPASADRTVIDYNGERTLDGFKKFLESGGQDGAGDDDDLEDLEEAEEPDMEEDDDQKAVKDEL
Peg3 promoter: Peg3 promoter-driven luciferase inhibitors, primary screen, cell-based, HeLa, luciferase luminescence | actives 1.7% (n = 360,000) | AID 588405, 2011 | inhibition, % at 20 µM | HeLa PEG-Prom luciferase reporter, overnight;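 active = inhibition of at least 50% at 20 µM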
NR2E3 ag-2: NR2E3 agonists in two-hybrid cells, primary screen, cell-based, luminescence, CHO-S, Gal4-NCOR/VP16-NR2E3; Photoreceptor-specific nuclear receptor (Homo sapiens), Q9Y5X4; luciferase; inhibition of corepressor binding, % at 3.98 µM; actives 0.35% (n = 360,000); AID 602229, 2012;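 active = inhibition above the mean of all tested compounds plus 3 SD, cut at about 70% in these data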;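 note: 0% = DMSO with NR2E3 transfected cells and 100% = cells lacking NR2E3 construct; higher means lower luciferase signal from less NR2E3 corepressor binding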
aDG glyco act: activators of alpha-DG glycosylation, primary screen, uHTS, Pro5-aDG cells, AlphaScreen. alpha-DG glycosylation AlphaScreen (IIH6); 0% Pro5, 100% B10-LARGE cell signal. activation, % at 10 µM. actives 0.22% (n = 360,000);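 active = activation of at least 8% versus controls, or a plate z-score of at least 8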;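 note: Pro5 are CHO cells carrying HIG-tagged alpha-DG that lacks glycosylation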
Granule exo inh: LAMP-1 surface exposure blockers, TALL-104 cells – cell-based, flow cytometry, MLPCN library, primary screen. AID 651702, 2012. inhibition, % at 10 µM. TALL-104 LAMP-1 surface exposure; cells stimulated with thapsigargin and PMA. actives 0.66% (n = 360,000);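 active = inhibition above about 55%, limit read from the data; inconclusive = no clear call, values can overlap the other calls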
Vif imaging: HIV Vif self-association inhibitors, primary screen, imaging, HEK293T, single point; HEK293T cells, Vif self-association by quenched fluorescence, 24 h; actives 0.35% (n = 340,000); inhibition, % at 7.49 µM; in the data active = inhibition above about 50%, passing the limit was not always enough; inconclusive = no clear call, values can overlap the other calls; inactive = below about 31%; note: some results filed as inactive read as strong as hits
MITF TRPM1 inh: inhibitors of MITF-dependent TRPM1 promoter reporter, primary screen, cell-based, SK-MEL-5, single point, luciferase; SK-MEL-5 TRPM1 promoter luciferase, 24 h; inhibition, % at 12.5 µM; actives 0.83% (n = 330,000); AID 488899, 2010;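 active = mean inhibition across replicates of 60% or more, whatever share of single replicates reaches that level; inconclusive = some that reach 60%, reason not given; inactive = mean inhibition across replicates below 60%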; note: values of inactives mirror those of a sister screen read the other way
CaV13 ICDI inh: Primary screen for inhibitors of IQ motif and Ca2+-dependent inactivation inhibitor domain binding in CACNA1D, Förster resonance energy transfer in living cells, … | HEK cells, CFP/YFP FRET ICDI-IQ, plate reader, 10 min; percent FRET-ratio fall versus neutral wells | inhibition, % at 12.3 µM | actives 0.098% (n = 340,000) | AID 743397;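 active = mean replicate inhibition of at least 30% and at least 1% of replicates passing that level; inconclusive = only one of the two criteria is met; inactive = neither criterion is met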;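 note: 0% = median of the neutral control wells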
hiPSC survival: enhancers of single-cell hiPSC survival, primary screen, ATPlite luminescence; 100% = ROCK inhibitor wells, 0% = DMSO; survival enhancement, % at 20 µM; actives 0.044% (n = 360,000); AID 602274, 2012; in the data active = survival enhancement above about 18%;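 note: cells exposed to compounds for 16 hours before the ATP read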
HIF-2a inh: HIF-2a reporter inhibitors, primary screen, luminescence, 786-0 RCC cells | 786-0 RCC cells HIF-2a reporter, luciferase luminescence, overnight | inhibition, % at 18.8 µM | actives 0.72% (n = 360,000) | AID 624352, 2012;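 active = inhibition of the luminescence signal of 40% or more relative to plate controls, in a single-dose primary screen at 18.75 µM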
The depositor's hits bear a star; ? = inconclusive; / = no result given.

SMILES	NR2E3 ag-1	PDI turbidity	Peg3 promoter	NR2E3 ag-2	aDG glyco act	Granule exo inh	Vif imaging	MITF TRPM1 inh	CaV13 ICDI inh	hiPSC survival	HIF-2a inh
COc1ccc(S(=O)(=O)Nc2ccccc2N2CCOCC2)cc1[N+](=O)[O-]	-1	-1	19	-11	0.0	-4	2	-1	-2	-0.2	13
CC(=O)c1c(C)[nH]c(C(=O)COC(=O)c2cccnc2Cl)c1C	6	-4	-59	-26	-0.1	-2	?	-22	-6	-0.7	8
CC1CCc2c(sc3nc(CN4CCOCC4)nc(NS(=O)(=O)c4cccc([N+](=O)[O-])c4)c23)C1 (configuration not stated)	2	4	15	4	-0.2	-2	-3	7	/	-0.3	9
CN(CC(=O)NC(=O)NCc1ccco1)Cc1nc2ccccc2c(=O)[nH]1	3	9	12	-22	0.1	-7	14	11	/	-0.2	15
CC(=O)Nc1nonc1-c1ccccc1	-2	11	4	-11	0.2	-2	4	-7	-6	0.6	5
COc1cc(/C=C/C(=O)c2ccc(NS(=O)(=O)c3ccc(C)cc3)cc2)ccc1OC(F)F	2	3	33	-5	0.0	-2	0	3	-3	-2.1	25
CCCNC(=O)c1cc(C2CCCCN2C(=O)OCC(C)C)on1 (configuration not stated)	/	-2	5	22	2.0	-2	-2	/	-5	0.2	10
O=C(COC(=O)COc1ccc(Br)cc1)NCCC1=CCCCC1	-1	4	3	10	-0.2	0	7	4	-2	-1.8	9
CCOC(=O)N1CCN(c2cc3nccnc3cc2F)CC1	1	-7	1	-14	0.5	-2	37	-8	-9	0.1	9
O=C(O)CC1S/C(=N/N=C2CCCCC2)N(c2ccccc2)C1=O (configuration not stated)	-3	4	15	-7	-0.2	-6	2	-18	-9	2.2	16
Cc1ccc(C2=NS(=O)(=O)N(C)C(C(=O)N(C)C3CCCCC3)=C2)cc1	6	-2	1	8	-0.1	-4	7	12	-6	0.4	-1
CCOc1ccc(NC(=O)COC(=O)C2CC2C)cc1 (configuration not stated)	/	-2	-186	2	-0.1	8	-7	-21	-6	3.9	-125
Cc1ccc(C(=O)CC2(O)C(=O)N(Cc3ccccc3)c3ccccc32)o1 (configuration not stated)	-1	3	2	-11	1.6	8	-4	13	/	-3.8	14
COc1ccc(S(=O)(=O)N(C)CC(=O)NCCCn2ccnc2)cc1Cl	5	-2	22	-14	0.0	-10	6	-14	-19	0.0	9
CC(=O)Nc1ccc(S(=O)(=O)c2ccnc3cc(Cl)ccc23)cc1	/	-7	15	30	0.6	-2	6	/	-17	3.3	31
CC(C)OC(=O)CSc1nc2c(c(C3CC=CCC3)c1C#N)CCC2 (configuration not stated)	-3	-1	27	8	0.5	8	-4	-1	-9	-0.8	6
CC1(C(=O)N2CCOCC2)CCCCC1	/	6	14	9	0.1	-1	1	5	-6	1.2	14
COc1cccc(/C=N/NC(=O)C(=O)N2CCCC2)c1	-1	-3	4	-8	0.0	12	/	1	-8	0.6	-22
COc1ccc(Cl)cc1S(=O)(=O)N(C)CC(=O)NCCCn1ccnc1	5	-3	17	10	-0.1	-2	-5	0	-4	0.0	12
O=C(COC(=O)COc1ccccc1)NC1CCS(=O)(=O)C1 (configuration not stated)	/	0	-1	-11	0.1	-2	6	9	-5	-1.6	9
Cc1cccc(OCc2nnc(SCC(=O)Nc3nccs3)o2)c1	3	-5	0	-16	-0.1	2	-9	6	-5	-0.6	18
CC(C)CN(c1ccccc1)S(=O)(=O)c1nnc(NC(=O)C(C)C)s1	-1	-12	15	13	-0.1	-19	-2	9	-20	-0.8	20
CCC(=O)Nc1ccc(C(=O)n2nc(C)cc2C)cc1	3	8	-32	-13	-0.2	-2	-1	2	-5	1.9	6
CCOC(=O)c1c(NC(=O)C2C3C=CC(C3)C2(C)C(=O)O)sc2c1CCCC2 (configuration not stated)	-4	-7	14	-14	0.0	-6	38	-9	-6	-0.1	7
COc1ccc(-c2cc(C(=O)NCCN3CCOCC3)c3cc(C(C)C)ccc3n2)cc1	1	-8	14	-33	0.0	0	0	-22	-5	-0.5	-7
CCOC(=O)Cn1c(C)[n+](CC(=O)c2ccccc2)c2ccccc21	-3	10	13	-5	0.1	-1	-2	2	10	-0.6	13
CCc1ccc(S(=O)(=O)N2CCN(c3ncccn3)CC2)cc1	1	15	-1	4	0.1	-2	-2	-2	-9	-0.6	13
Cc1nc2scc(C)n2c(=O)c1S(=O)(=O)N1CCN(c2ccccn2)CC1	-1	2	4	6	0.0	-11	15	1	-2	1.3	16
Cc1nc(-c2ccc(S(=O)(=O)NCc3ccccn3)s2)cs1	0	2	1	7	0.1	2	-1	-5	-5	-0.2	0
O=S(=O)(c1ccc(OCc2nc3ccccc3s2)c(Cl)c1)N1CCOCC1	1	-1	-174	-20	-0.2	10	1	-70	/	-0.8	-187
COc1cc(C(=O)OC(C)C(=O)NCC2CCCCC2)cc(NC(=O)c2ccco2)c1OC (configuration not stated)	0	7	32	12	-0.2	3	0	13	-5	2.7	11
Cc1cc(C(=O)NCC(=O)OCC(=O)N(C)C2CCCCC2)ccc1[N+](=O)[O-]	2	-6	12	1	-0.1	-2	17	-10	-15	2.1	15
N/C(CCN1CCCCC1)=N/O	0	11	10	-1	0.1	-2	/	8	-5	0.5	10
COc1nccnc1NS(=O)(=O)c1ccc(NC(=S)NC(=O)c2ccccc2)cc1	-1	8	8	2	-0.1	-6	1	15	-18	-1.4	12
COc1ccc(-c2c(C)nc(N)nc2-c2ccc(OCc3ccc(C)cc3)cc2O)cc1OC	1	3	20	5	-0.2	15	-3	7	-7	-0.7	11
COc1ccc(/C=C/C(=O)c2ccc3c4c(cccc24)CC3)cc1OC	-1	-5	69*	18	-0.1	-2	-12	-7	-6	-0.3	-41
C[C@H]1CN([C@@H](C)CO)C(=O)CCCn2cc(nn2)CO[C@@H]1CN(C)C(=O)Nc1ccc2c(c1)OCO2	/	1	2	-28	-0.1	-4	/	/	-6	-0.6	2
CC(C)Oc1ccc(CCc2nnc(SC(C)C(=O)O)n2-c2ccccc2)cc1 (configuration not stated)	5	12	11	-11	0.0	3	-5	-17	-4	-2.5	5
COC(=O)C(Cc1c[nH]c2ccccc12)NC(=O)c1cccc(S(=O)(=O)N2CCCCC2)c1 (configuration not stated)	-2	6	-11	0	-0.1	-1	-6	3	-3	0.1	6
Cn1c(Nn2cnnc2)nc2ccccc21	2	-1	1	-12	0.0	-3	/	2	/	0.2	12
CC(C)C(=O)Nc1nc(-c2ccc3c(c2)CCN3C(=O)C2CC2)cs1	3	-9	-130	-64	-0.2	-8	-6	-47	-4	0.2	-200
CN(Cc1ccccc1)C(=O)c1cccc(NC(=O)Cc2ccc(NC(=O)C3CCN(C(=O)c4ccccc4)CC3)cc2)c1	/	2	-26	-7	0.0	3	/	-7	-5	-2.1	-24
CC1CC(C)CN(C(=O)CCNS(=O)(=O)c2cccs2)C1 (configuration not stated)	1	-2	-39	-33	0.1	0	0	-12	-5	-1.8	-12
FC(F)(F)c1ccccc1Cc1c(-c2cccc(Cl)c2)nc2ccc(Cl)cn12	/	/	-122	4	-0.1	-7	/	/	/	-1.3	-164
CC(C)C[C@H]1CN(CCCC[C@H]2CNC(=O)C(=O)N2Cc2ccccc2)C(=O)C(=O)N1CC1CCCCC1	/	/	/	-21	0.0	2	/	/	-4	-0.3	-1
CN(C(=O)COC(=O)c1ccc([N+](=O)[O-])cc1)c1ccccc1	8	7	1	-10	0.5	-2	-1	6	-4	3.9	-6
CC(C)C(NC(=O)/C=C/c1cccc([N+](=O)[O-])c1)C(C)C	-1	-6	21	12	0.0	7	3	4	-15	-2.3	14
CCCCNC(=O)C1CCC(CNS(=O)(=O)c2ccc(C)cc2)CC1 (configuration not stated)	2	-5	12	-6	0.4	-1	5	16	-5	2.1	-3
O=S(=O)(Nc1ccc(-c2cn3c(n2)SCC3)cc1)c1cccs1	4	-7	-7	-6	-0.3	-2	-5	-12	3	-0.4	-30
COc1cc(CNC2CCCc3ccccc32)cc(OC)c1OC (configuration not stated)	-2	-3	-3	-24	0.4	4	7	14	-2	-1.1	8
CCCc1cc(-c2ccc3c(c2)COc2c4ccccc4nn2-3)on1	2	-6	-220	-103	-0.2	-1	-6	-78	-5	-3.9	-289
COc1ccc(C(=O)Nc2ccc(Cl)cc2C(=O)NCc2ccco2)cc1OC	2	-4	40	-16	-0.1	60*	-8	-11	/	1.9	4
COC(=O)c1ccc2c(=O)n(CCN3CCOCC3)c(SCC(=O)Nc3ccc(OC)cc3OC)nc2c1	1	-7	14	9	-0.6	-2	2	1	-12	0.3	11
O=S(=O)(N/N=C\c1cccn1-c1ccccc1)c1ccc2ccccc2c1	-3	4	9	12	0.1	0	11	2	-4	-2.8	10
O=C(OCC(=O)N1CCCC1=O)c1ncc(Cl)c(Cl)c1Cl	1	3	-2	-16	-0.1	16	11	1	-3	0.5	-7
Cc1ccc(OCC(=O)Nc2ccc(N3CCN(S(C)(=O)=O)CC3)cc2)cc1C	0	-2	-1	-3	0.0	0	-5	-1	-1	0.2	15
NC(=O)C1CCN(C(=O)COc2cccc3cccnc23)CC1	4	0	6	21	0.0	-2	6	17	-17	1.0	15
Cc1csc2nc(SCC(=O)N3CCN(c4ccccc4)CC3)[nH]c(=O)c12	2	16	-4	21	-0.2	1	-15	2	/	0.5	10
COc1ccc(C(=O)NCc2cccnc2)cc1	7	-5	8	-11	-0.1	1	5	3	-4	2.9	12
O=C(/C=C/c1ccccc1)NNC(=O)c1cccnc1	3	-3	7	14	-0.4	-2	5	11	-2	0.1	-1
CN(C)c1cccc(C(=O)N/C=C/n2cnc3cc(C(F)(F)F)ccc32)c1	1	3	11	4	-0.2	-2	-2	-3	-4	0.9	20
O=C(Cc1ccccc1)NNC(=S)NC(=O)c1cccs1	-3	2	15	-28	0.0	0	-4	/	-19	-0.3	9
